# From PubChem BioAssay
# FUS suppressor: qHTS for Suppressors of FUS Proteinopathy: Primary screen using FUS-linked yeast assay | Potency, µM (titrated, usually from 76.6 µM), without a hit: at the top dose growth rescue (activation), hits mostly activators | S. cerevisiae FUS-expressing, growth rescue, OD600, 24 h | 390,000 tested, 0.24% active;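 also: potency is read from the fitted curve at half-maximal effect; plate controls were DMSO vehicle for no effect and reference control for full effect; nearly all actives have a fitted effect of over 55% in size; some results filed as inactive show a strong effect at the top dose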
#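 Steps: raffinose overnight preculture; dilution to OD 0.005 in 2% galactose minimal medium; compound addition (concentration series); 24hr at 30C, 99% humidity; absorbance read at 600 nm.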
# TDP-43 yeast inh: qHTS of TDP-43 Inhibitors | AID 652104, 2013 | Potency, µM (series often up to 46.1 µM), for inactives: at the top dose growth rescue (activation), hits mostly activators | TDP-43 expressing yeast growth rescue, BacTiter-Glo, 24 h | 410,000 tested, 1.8% active; also: potency is read from the fitted curve at half-maximal effect; % of control where 0% means no effect; nearly all actives have a fitted effect of over 50% in size
#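 Yeast expressing TDP-43 (pregrown in raffinose, seeded at OD600=0.02 in galactose medium) exposed to compounds 24 hr at 30 deg C. Growth read by BacTiter-Glo luminescence; rescue of toxicity appears as increased signal.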
# DRD3 agonist: qHTS of D3 Dopamine Receptor Agonist: qHTS; max activation, %; D3R DiscoveRx beta-arrestin cells, luminescence, 90 min; 410,000 tested, 0.58% active; in the data active = max activation above about 30%; also: 0% is about no effect; mostly tested at two doses, the higher about 12 µM
#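 Agonist mode: compounds and dopamine controls were applied to plated cells for 90 min at 37 degrees C after an overnight attachment at 1500 cells/well. Luminescent read-out followed 30 - 60 minutes at room temperature with DiscoveRx detection reagent.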
# EPAC2 antagonist: qHTS for Antagonist of cAMP-regulated guanine nucleotide exchange factor 2 (EPAC2): primary screen. Rap guanine nucleotide exchange factor 4 (Homo sapiens), Q8WZA2. EPAC2 GEF exchange of Rap1B-BODIPY-GDP, fluorescence. Potency, µM (series often up to 114 µM), inactives show at the highest dose activity, negative = inhibition, most hits filed as inhibitors. 360,000 tested, 0.18% active. AID 720708, 2013; also: potency is read from the fitted curve at half-maximal effect; % is scaled to controls: 0 for no effect and ±100 for the full control effect; nearly all actives have a fitted effect of over 45% in size; many of its hits are not listed in these tables
# D3 antag: qHTS of D3 Dopamine Receptor Antagonist: qHTS. D(3) dopamine receptor (Homo sapiens), P35462. D3R cells, DiscoveRx beta-arrestin luminescence, antagonist mode; stronger effect = lower value. max response, negative = inhibition, %. 360,000 tested, 2.5% active; in the data active = max response below about -50%; inconclusive = no clear call, values can overlap the other calls; also: % is scaled to controls: 0 for no effect and ±100 for the full control effect; mostly tested at two doses, the higher about 12 µM
#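 Cells plated overnight at 1500 cells/well, then exposed to library compounds with dopamine controls for 90 minutes at 37 degrees C. DiscoveRx reagent added for 30–60 minutes at room temperature; luminescence read, quantitative HTS format.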
# aSyn yeast inh: qHTS of alpha-syn Inhibitors; Yeast expressing alpha-synuclein, growth rescue, BacTiter-Glo, 24 h; Potency, µM (highest dose often 46.1 µM), without a hit: top-dose growth rescue (activation), actives largely listed as activators; 370,000 tested, 0.14% active; AID 652106, 2013; also: potency is read from the fitted curve at half-maximal effect; % of control where 0% means no effect; nearly all actives have a fitted effect of over 65% in size
#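 Rescue of yeast growth: cells expressing toxic alpha-synuclein, induced in galactose at OD600 0.02, incubated with compound 24 h at 30 C. ATP luminescence quantified growth; inhibitors of toxicity appear as activators.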
# Abeta rescue: qHTS for compounds that reverse cellular toxicity of Amyloid beta (A-beta) peptide in yeast: Primary Screen | yeast expressing A-beta42, growth rescue, OD600, 48 h; response scale: 0% DMSO, 100% iron-clioquinol control | Potency, µM (series often up to 46.1 µM), without a hit: at the highest dose growth rescue, most hits filed as activators | 410,000 tested, 0.063% active | AID 1347071, 2019; also: potency is read from the fitted curve at half-maximal effect; nearly all actives have a fitted effect of over 55% in size
#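 Yeast growth medium received pinned compounds, then yeast cells expressing toxic A-beta were added; plates incubated at 30 C for 48 hr. Growth read as absorbance at 600 nm, normalized to DMSO and equimolar FeCl3 plus clioquinol controls.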
# EPAC2 agonist: qHTS for Agonist of cAMP-regulated guanine nucleotide exchange factor 4 (EPAC2): primary screen; EPAC2 activation, biochemical qHTS; response scale: 100% = 6.5 mM cAMP response; Potency, µM (doses to about 154 µM), for the others: top-dose activation, hits mostly activators; 360,000 tested, 0.079% active; AID 720711, 2013; also: potency is read from the fitted curve at half-maximal effect; nearly all actives have a fitted effect of over 50% in size
#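 Guanine nucleotide exchange by EPAC2 is measured as reduced fluorescence of BODIPY-GDP once it is released from 250 nM Rap1B. Plates are read kinetically for 30 min at room temperature; results are scaled to 6.5 mM cAMP.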
# * marks the source's active call; other numbers are inactive results; u = inconclusive; x = no result given; & = joins results of further samples; [ ] = remark or other dose. Unless noted, calls follow the shape of the dose curve; as a rule, active = well fitted curve in the direction sought with a large enough effect; inconclusive = small, poorly fitted or top-dose-only effect, or another doubt; inactive = no such curve, though single readings can be large; an effect the other way counts as inactive or inconclusive. Some of the compounds tested; the hit share may differ from the screen's.
compound | Abeta rescue | D3 antag | EPAC2 antagonist | TDP-43 yeast inh | EPAC2 agonist | DRD3 agonist | FUS suppressor | aSyn yeast inh
Cc1cccc(C)c1OCc1cc(C(=O)NCc2cn(C)nc2C)no1 | 10% | 0 | 13% | u | 9% | 7 | x | 9%
Cc1ccnc(SCCn2c(N3CC(C)CC(C)C3)nc3c2c(=O)n(C)c(=O)n3C)n1 (stereo unspecified) | 11% | 32 | -1% | u | 0% | 1 | 12% | 5%
COC(=O)Cc1csc(NC(=O)CSc2nnc3ccccn23)n1 | -9% | 0 | 2%[57.1 µM] | 0% | 11% | 0 | -13% | 6%
COc1ccccc1Cc1c(-c2ccc(Cl)cc2)nc2c(Cl)cc(C(F)(F)F)cn12 | -2% | -14 | 9% | 10% | 3% | -5 | -18% | -2%
Cc1ccc(S(=O)(=O)N2CCOCC2)cc1NC(=O)COC(=O)c1ccc(OCc2c(C)noc2C)cc1 | -18% | 10 | 8% | 29% | 5% | 2 | x | 1%
CCc1cccc(NC(=O)C2CCCN2S(=O)(=O)c2ccc3nc(-c4ccccc4)[nH]c3c2)c1 (stereo unspecified) | 15% | x | x | u | x | 7 | 35% | x
COc1cccc(N=c2oc3cc(O)ccc3cc2C(=O)NCC2CCCO2)c1 (stereo unspecified) | 5% | 14 | -7% | -21%[0.397 µM] | 8% | 31* | 8% | -7%
Cc1ccc(NC(=O)CSc2nc3c(c(=O)[nH]2)CCC3)c(C)c1 | -9% | 6 | 15% | -3% | -1% | 0 | -15% | 0%
CCCCC(=O)Nc1ccc(C(=O)N2CCCC(C(=O)OCC)C2)cc1 (stereo unspecified) | 12% | -4 | 9% | -16% | -6% | 3 | -2% | -2%
O=C1NC(c2ccc(Br)cc2)Oc2ccccc21 (stereo unspecified) | -24% | -23 | 2% | 16% | 6% | -1 | 2% | -2%
COC(=O)c1c(C)oc2ccc(N(C(=O)Oc3ccccc3)S(=O)(=O)c3ccccc3)cc12 | -3% | 0 | -1% | -1% | 0% | 2 | x | 6%
CCc1ccc(NC(=O)C(C)OC(=O)c2cc(=O)[nH]c3ccc(S(=O)(=O)Nc4ccc(F)cc4)cc23)cc1 (stereo unspecified) | -7% | -22 | 5% | 7% | -6% | -5 | -22% | 5%
CCN(CC)S(=O)(=O)c1cccc(NC(=O)CC2CCCC2)c1 | -3% | -29 | 4% | 0% | 9% | -4 | 15% | -1%
O=C(N/N=C/c1cccc(F)c1)c1cc(-c2ccco2)nc2ccccc12 | -44%[inhibitor] | 16 | 11% | -4% | -3% | 3 | 31% | -11%
Cc1ccc(SCC(=O)Nc2ccccc2N2CCOCC2)cc1 | 10% | 21 | u | 30% | 11% | 4 | 9% | 24%
CC(C)c1ccccc1NC(=O)CN(c1ccccc1)S(=O)(=O)N(C)C | 1% | x | x | u | x | 3 | 13% | x
Cn1c(=O)[nH]c(=O)c2c1nc(N1CCCCC1)n2CC(O)COc1ccccc1 (stereo unspecified) | -6% | -7 | 10% | -25% | 14% | 3 | -26% | -14%
CN1CCN(C(c2ccccc2)c2nnnn2Cc2ccccc2)CC1 (stereo unspecified) | 11% | -7 | -4% | 2% | -4% | -3 | 7% | 1%
CC(=O)Nc1cccc(OCc2c(F)cccc2Cl)c1 | 4% | 12 | -13% | u | 9% | -1 | 2% | -3%
CCCCOc1ccccc1NC(=O)Cn1c(-c2nonc2N)nc2ccccc21 | 5% | 19 | -2% | 10% | -1% | -2 | 0% | 4%
c1cncc(CN=C2Nc3ccccc3CS2)c1 | -15% | -1 | -5% | 12% | 1% | 0 | 16% | 1%
O=c1[nH]c(NCCO)nc2c1C1(CCCC1)Cc1ccccc1-2 | 4% | -21 | -4% | 21% | 6% | -8 | 37% | -1%
CC(C)c1ccccc1NC(=S)NC1CCCCC1 | 30% | -1 | -4% | 15% | 0% | 2 | 0% | -14%
CC(C)CN(CCCNC(=O)CN1C(=O)CSc2ccc(S(=O)(=O)N3CCOCC3)cc21)CC(C)C | 8%&4% | 3 | 4% | 17%&4% | 10% | 1&9 | -34%&-16% | -5%
COc1ccc(-c2cc(C(=O)Nc3cc(OC)c(OC)c(OC)c3)no2)cc1 | 8% | 0 | -1% | 10% | 5% | 1 | -19% | -1%
O=c1c(-c2cc(-c3ccccc3)nc3c2COc2ccccc2-3)coc2ccc(Cl)cc12 | -6% | x | x | 9% | x | -1 | 15% | x
COC(=O)c1ccc(NC(=O)C(=O)N2CCN(C(=S)Nc3cccc(OC)c3)CC2)cc1 | 22% | 3 | 0% | 18% | -5% | 3 | x | -1%
CC(=O)Nc1cccc(NC(=O)CSc2n[nH]c(-c3ccccc3)n2)c1 | -5% | -2 | 0% | -1% | 5% | 0 | 27% | 0%[1.84 µM]
CCOc1cc(/C=C2\C(=O)N(c3ccc(C(N)=O)cc3)N=C2C)ccc1OC(=O)c1cccs1 | 4% | -5 | -4% | 1% | 1% | 2 | u | -10%
CC(C)OCCCNC(=O)c1cc2c(-c3ccc(Cl)cc3)nn(C)c2s1 | -12% | x | x | 16% | x | -7 | 22% | x
CCOC(=O)C1=C(C)NC(=S)NC1/C=C/c1ccccc1 (stereo unspecified) | 3% | -21 | 26% | -1% | 9% | -8 | -10% | 18%
CC(=O)c1ccc(NC(=O)C(C)OC(=O)c2ccc(NS(=O)(=O)c3ccc(F)c(F)c3)cc2)cc1 (stereo unspecified) | -7% | -24 | 5% | 2% | 3% | -4 | u | -4%
Cc1cc(N2CCCCC2)nc2ccc(NC(=O)c3cccc(Cl)c3)cc12 | -14% | x | x | -5%[9.22 µM] | x | -12 | 15% | x
Fc1ccc(NCc2nnc(SCc3nnc(-c4ccccc4)o3)n2CC2CCCO2)cc1 (stereo unspecified) | -2% | -2 | 7% | 4% | -2% | -4 | u | -14%
Cc1ccccc1N1CCN(CCCN2C(=O)C3CCCCN3C2=O)CC1 (stereo unspecified) | -1% | u | 13% | -20% | 2% | -23 | 10% | 1%
Cn1c(SCC(=O)N2CCN(S(=O)(=O)c3ccc(Cl)cc3)CC2)nc2ccccc21 | 3% | -1 | 6% | 1% | 3% | 0 | u | 1%
O=C(NCCCN1CCN(CCCNC(=O)c2ccc3c(c2)OCO3)CC1)c1ccc2c(c1)OCO2 | 10% | 6 | 0% | 7% | -11% | 0 | -34% | 4%
COc1cc(CCC(=O)Nc2ccc(S(=O)(=O)NC3=NCCCCC3)cc2)cc(OC)c1OC | -4% | 5 | 8% | -23%[9.22 µM] | -2% | -1 | 1% | -1%
Cn1nnnc1SCCNC(=O)C1CCC(=O)N(Cc2cccc(C(F)(F)F)c2)C1 (stereo unspecified) | 0% | -20 | 13% | 4% | 4% | -7 | -13% | -3%
COc1ccccc1C(=O)Nc1ccc(Br)cc1C | -2% | 9 | -26% | 18µM* | 2% | 5 | 14% | 4%
CC(C)c1nc2ccc(C(=O)NCCCN3CCN(c4ccccc4)CC3)cc2o1 | -1% | x | x | 12% | x | 7 | -7% | x
Cc1ccnc(NS(=O)(=O)Cc2ccccc2)c1 | 12% | 2 | 2% | 12% | -1% | -5 | 10% | 0%
C/C(=N\NC(=O)Cc1cccc2ccccc12)c1ccncc1 | 2% | -1 | -6% | -8% | 4% | 5 | 3% | 0%
COc1cc2cnc(-c3ccccc3)c(-c3cc(OC)c(OC)c(OC)c3)c2cc1OC | 0% | -6 | -12% | -9% | 17% | -8 | 3% | -5%
COc1ccc(NCc2cccn2-c2nnc(N3CCOCC3)s2)c(OC)c1 | 3% | x | x | 14% | x | 7 | 5% | 0%
CCOc1ccc(N(CC(=O)NCCc2ccccc2)C(=O)CCC(=O)Nc2nccs2)cc1 | 10% | 3 | -4% | -6% | -5% | 6 | 15% | 4%
COc1ccccc1N1CCN(CC(=O)Nc2cccc(F)c2)CC1 | 2% | 0 | 15% | 6% | 9% | -25 | -8% | -17%
CCNS(=O)(=O)c1ccc(NC(=O)Nc2cc(C)ccc2OC)cc1 | 2% | 2 | -7% | -6% | 7% | 1 | 2% | -7%
COc1cccc(/C=C/C(=O)OCC(=O)c2ccc3c(c2)NC(=O)CO3)c1 | -14% | -3 | 15% | -3% | 2% | -19 | 8% | -4%
C=CCn1c(Cc2cccs2)nnc1SCC(=O)c1ccc(F)cc1 | 7% | 25 | 5% | 22% | -5% | 0 | u | 12%
COc1cccc(C(=O)NC(=S)Nc2nnn(C)n2)c1 | -24% | -27 | -1% | 8% | 0% | -7 | -12% | -24%
CC(NC(=O)OCc1ccccc1)c1ccccc1 (stereo unspecified) | u | -10 | -2% | 0% | -1% | 1 | -3% | -1%
O=C(CN1CCN(S(=O)(=O)c2ccc(Br)cc2)CC1)N/N=C/c1ccncc1 | -3% | 13 | -27% | 1% | -4% | 6 | 17% | -4%
O=C(Nc1ccc2c(c1)OCCO2)c1c(F)cccc1F | 14% | -2 | 6% | 7% | 11% | 0 | 18% | -10%
S=C(NCc1ccncc1)Nc1cccc(Cl)c1 | 6% | u | -2% | 19% | 6% | 2 | x | 0%
O=C(CN1C(=O)COc2ccccc21)N1CCN(c2ccccc2F)CC1 | -19% | -16 | -4% | -6% | 2% | -5 | 6% | 12%
Nn1cnnc1SCC(=O)Nc1ccc2c(c1)OCCO2 | 18% | -11 | 0% | -21% | 11% | -2 | -4% | 1%
COc1cc([N+](=O)[O-])ccc1NC(=O)CSc1nncn1-c1cccnc1 | -18% | 5 | 11% | -20% | 3% | 4 | -16% | 2%
Cc1ccc(-c2cnc(NCc3cc4c(cc3[N+](=O)[O-])OCO4)n2C)cc1C | 11% | 40 | -1% | 0% | 7% | 1 | 9% | 13%

# 3 structures from above, ordered by SMILES length, highest first:
compound | Abeta rescue | D3 antag | EPAC2 antagonist | TDP-43 yeast inh | EPAC2 agonist | DRD3 agonist | FUS suppressor | aSyn yeast inh
Cc1ccc(-c2cnc(NCc3cc4c(cc3[N+](=O)[O-])OCO4)n2C)cc1C | 11% | 40 | -1% | 0% | 7% | 1 | 9% | 13%
CCNS(=O)(=O)c1ccc(NC(=O)Nc2cc(C)ccc2OC)cc1 | 2% | 2 | -7% | -6% | 7% | 1 | 2% | -7%
CC(NC(=O)OCc1ccccc1)c1ccccc1 (stereo unspecified) | u | -10 | -2% | 0% | -1% | 1 | -3% | -1%
